Screens deposited in PubChem BioAssay by several laboratories.
zfTRPN1 agonist: activates the zebrafish TRPN1 channel; HEK293 zebrafish TRPN1-YFP, Fluo-8 calcium fluorescence; 100% = response to 87 µM carbachol; activation, % at 3 µM; 220,000 tested, 0.18% active; AID 1424;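 active = activation above its plate's cutoff, the mean activation of test wells on that plate plus 3 SD, cut at about 19% in these data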;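 also: 0% = DMSO alone and 100% = 87 µM carbachol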
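Assay system: Zebrafish TRPN1-YFP in HEK293 cells | Incubation: Dye loading 1 h at 37 °C, then 30 min room temperature | Measured by: Kinetic Fluo-8 fluorescence, ex 470-495, em 515-575 nm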
Runt-SMMHC FRET: inhibitors of human RUNX1 Runt domain binding to CBFb-SMMHC; Q01196+Q13951; Cerulean-Runt/Venus-CBFb-SMMHC FRET ratio 530/480, 1 h; inhibition, % at 20 µM; 220,000 tested, 0.74% active; AID 1434;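 active = mean inhibition across duplicate retests at 20 µM reaching about 50%, limit read from the data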;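 also: 0% = DMSO wells and 100% = wells with excess untagged CBFb-SMMHC; inhibitors lower the FRET ratio by blocking Runt binding to CBFb-SMMHC; some results filed as inactive read as strong as hits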
TRPML3 ag: human mucolipin-3 channel agonism | Q8TDD5 | HEK293 TRPML3-YFP, Fluo-8 calcium fluorescence; 100% = the carbachol control signal | AID 1448 | activation, % at 3 µM | 220,000 tested, 0.29% active;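 active = activation above its plate's cutoff, the mean activation of the plate's test wells plus 3 SD, cut at about 12% in these data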;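 also: 0% = DMSO only wells and 100% = carbachol wells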
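Test system: HEK293 cells stably carrying human TRPML3-YFP; Doses: single dose, 3 µM final nominal compound, 0.3% DMSO final; Schedule: dye loading 1 h 37 °C then 30 min ambient, 125 s read; Technique: Fluo-8 calcium fluorescence; Benchmarks: high control carbachol 87 µM, low control DMSO.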
CHOP inhibitor: CHOP inhibition in unfolded protein response; CHO-K1 CHOP-promoter luciferase, tunicamycin-induced, 15-18 h; inhibition, % at 10 µM; 220,000 tested, 3.8% active;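 active = compounds that reduced the stress-induced luciferase reporter signal by more than about 70% of percent inhibition, limit read from the data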;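 also: 0% = tunicamycin plus vehicle and 100% = wells without tunicamycin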
PPC-1+TRAIL kill: compounds killing PPC-1 cancer cells with TRAIL present (potentiator screen, no TRAIL-free arm); PPC-1 cells + TRAIL, ATPLite viability luminescence; cell killing (% activity), % at 4 µM; 220,000 tested, 0.41% active;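 active = cell killing above 50% in the first pass at 4 µM, then a duplicate retest at 5 µM averaging 50% or more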;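 also: plate controls were cells with TRAIL plus DMSO for no effect and medium-only wells lacking cells for full effect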
Mdm2 ligase inh: Mdm2 E3 ligase (human) inhibition; 210,000 tested, 0.11% active; Q00987; signal enhancement, % at 5 µM; cell-based MDM2 ubiquitination luciferase reporter, 2 h; 0 = plate control, 100 = twice control, blank-subtracted; AID 1230;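 active = signal enhancement of 30% or more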;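 also: luminescence tracks abundance of the self-degrading MDM2-luciferase fusion protein; higher signal means inhibition of MDM2 E3 ligase activity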
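Material: stable MDM2–luciferase fusion reporter cells / Quantity: 2000 cells/well / Dosing: single 5 µM compound dose, 0.2% final DMSO / Buffer or medium: DMEM / Schedule: 4 h cell settling then 2 h compound exposure, 37 °C / Detection: luminescence with SteadyLite reagent, 15 min at room temperature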
TNF necrop inh: TNF-alpha cell death inhibition in Jurkat FADD-/- cells; Jurkat FADD-/- TNF necroptosis rescue, ATP luminescence, 24 h; 0 = TNF only, 100 = no-TNF cells; activation (protection from cell death), % at 10 µM; 220,000 tested, 0.068% active;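 active = activation, meaning protection from cell death, of at least 50% relative to plate controls; inactive = activation below 50%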;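 also: necroptosis triggered by 40 ng/mL TNF-alpha added together with compound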
p47phox inh: inhibitors of human p47phox binding; p47phox/p22phox peptide binding, fluorescence polarization, 2 h; inhibition, % at 24.7 µM; 220,000 tested, 0.53% active;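 active = inhibition above about 30%, limit read from the data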;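 also: 0% = p47phox with labelled peptide and 100% = labelled peptide alone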
Target sequence (P14598 whole entry, looked up): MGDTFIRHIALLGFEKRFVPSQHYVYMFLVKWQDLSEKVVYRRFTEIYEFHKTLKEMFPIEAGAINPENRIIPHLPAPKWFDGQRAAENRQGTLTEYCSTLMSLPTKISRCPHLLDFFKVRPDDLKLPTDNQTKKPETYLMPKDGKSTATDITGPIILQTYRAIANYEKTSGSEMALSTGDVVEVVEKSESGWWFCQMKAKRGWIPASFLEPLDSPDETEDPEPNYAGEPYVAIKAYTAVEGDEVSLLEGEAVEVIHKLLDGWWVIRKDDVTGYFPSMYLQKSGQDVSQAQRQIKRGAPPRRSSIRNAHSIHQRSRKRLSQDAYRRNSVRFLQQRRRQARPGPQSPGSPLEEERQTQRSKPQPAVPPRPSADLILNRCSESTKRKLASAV
EBV gp42 inh: blocks Epstein-Barr virus glycoprotein 42 binding; Q1HVG2; Fluorescence polarization binding assay, mP read-out; 220,000 tested, 0.42% active; inhibition, % (tested at 21.74 µM); AID 1085; in the data active = inhibition above about 50%
Target sequence (Q1HVG2 whole entry, looked up): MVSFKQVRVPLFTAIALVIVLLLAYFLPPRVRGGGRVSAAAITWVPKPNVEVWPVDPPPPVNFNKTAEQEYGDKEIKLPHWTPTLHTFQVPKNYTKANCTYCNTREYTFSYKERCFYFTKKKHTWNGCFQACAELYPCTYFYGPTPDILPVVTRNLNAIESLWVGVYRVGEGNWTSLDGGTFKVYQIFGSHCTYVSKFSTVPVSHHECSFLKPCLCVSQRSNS
* marks the source's active call; other numbers are inactive results; x = not tested or not shown.

1	CN(C)/C=C/C(=O)c1cnc(-c2cccc(Cl)c2)s1
2	CC1CCC2(CC1)NC(=O)N(CC(=O)Nc1ccc3c(c1)OCCO3)C2=O (configuration not stated)
3	O=C(N/N=C\C=C\c1ccc2c(c1)OCO2)C1COc2cc3ccccc3cc2O1 (configuration not stated)
4	CCOC(=O)N1CCN(C(=O)c2cc(-n3cnnc3)ccc2Cl)CC1
5	O=C(COC(=O)c1cncc(Br)c1)NCc1ccco1
6	CC(=O)Oc1ccc(C2OC(=O)c3ccccc3N2C(C)=O)cc1 (configuration not stated)
7	CCn1ccnc1CN(C)Cc1cn[nH]c1-c1ccc(F)cc1F
8	CC(=O)Nc1cccc(C(=O)OCc2ccc([N+](=O)[O-])cc2)c1

Compound	1	2	3	4	5	6	7	8
zfTRPN1 agonist	1.6	-1.7	-0.4	1.4	1.5	1.6	1.9	1.1
Runt-SMMHC FRET	-6	-1	2	1	-7	0	-2	3
TRPML3 ag	0.7	-0.5	1.8	0.2	0.7	1.1	1.3	0.3
CHOP inhibitor	-22	5	46	-10	14	47	6	25
PPC-1+TRAIL kill	0	22	12	5	16	8	14	15
Mdm2 ligase inh	-23	-5	-3	-3	2	-14	-5	-12
TNF necrop inh	-0.4	1.1	-0.6	-1.0	-0.8	-4.0	0.6	0.3
p47phox inh	-9	-10	-9	11	0	-5	8	-5
EBV gp42 inh	5	-11	-6	-19	46	-11	-3	-2

9	Cc1ccc(C2C(C#N)=C(N)N(c3ncn[nH]3)C3=C2C(=O)CC(C)(C)C3)cc1 (configuration not stated)
10	COC(=O)c1cc(NC(=O)c2cc(C(C)(C)C)nn2Cc2cccc(C)c2)ccc1N1CCOCC1
11	O=C(NC1CC2CCCC(C1)N2Cc1ccccc1)C1CCCCC1 (configuration not stated)
12	COc1cc(/C=N/N2C(C)CCCC2C)cc(Br)c1O (configuration not stated)
13	Cc1ccc(SCC(=O)Nc2cccc(-c3nnc(-c4ccco4)o3)c2)cc1
14	COC(=O)CN1C(=S)N(c2ccc(OC)cc2)C(=O)/C1=C/c1ccc(N2CCOCC2)cc1
15	CSC1=NCCN1C(=O)Cc1cccc2ccccc12
16	CCC1CCCCN1C(=O)COc1cc(=O)n(C)c2ccccc12 (configuration not stated)

Compound	9	10	11	12	13	14	15	16
zfTRPN1 agonist	-0.3	0.2	0.4	-0.1	1.2	11	1.4	1.0
Runt-SMMHC FRET	0	-3	-1	10	3	-44	-1	3
TRPML3 ag	0.5	-0.7	1.1	0.5	0.4	4.5	0.5	-0.6
CHOP inhibitor	12	43	1	3	71*	10	14	2
PPC-1+TRAIL kill	8	7	6	17	12	10	0	-4
Mdm2 ligase inh	-23	-12	-7	-4	-6	-21	x	-8
TNF necrop inh	0.7	-4.3	0.2	-0.4	-13	4.8	-0.1	1.3
p47phox inh	-5	-2	-5	0	-18	-119	-6	-8
EBV gp42 inh	-23	-7	-3	23	-11	75*	-8	-8

17	Cc1cc(NC(=O)CSc2nc3ccccc3[nH]2)no1
18	CSC1=NC2C(N1)N(C)C(=O)N2C (configuration not stated)
19	O=C(Nc1cccnc1)c1ccccc1F
20	COC(=O)c1cn(C(=O)c2ccccc2)c2ccccc12
21	COCCCN(C(=O)c1ccco1)c1nc(-c2cc(OC)ccc2OC)cs1
22	CCOc1ccccc1Oc1coc2cc(OC(=O)c3ccco3)ccc2c1=O
23	O=C(/C(C=Nc1cccc(C(F)(F)F)c1)=C(/O)c1ccco1)C(F)(F)F
24	O=C(OCc1ccc(Cl)cc1)c1ccccc1C(=O)c1ccccc1

Compound	17	18	19	20	21	22	23	24
zfTRPN1 agonist	-0.1	-0.2	-0.5	-0.4	1.2	-1.2	1.8	-0.4
Runt-SMMHC FRET	-2	1	-1	-6	-4	2	10	-3
TRPML3 ag	-0.3	0.4	-0.5	0.6	0.2	-0.5	0.7	-0.6
CHOP inhibitor	41	0	8	49	28	42	27	27
PPC-1+TRAIL kill	17	-1	-6	16	-2	43	5	15
Mdm2 ligase inh	-5	-5	0	1	3	12	12	-6
TNF necrop inh	3.4	0.5	-0.1	-1.4	-1.3	-0.3	-0.6	-3.1
p47phox inh	0	-3	-3	-5	-8	-2	-11	-10
EBV gp42 inh	-7	-67	-29	1	-3	6	2	-9

25	CCCCN1C(=O)/C(=C2/Sc3ccccc3N2C)S/C1=N\c1ncn[nH]1
26	CC(C)Cc1csc(NC(=O)c2ccccc2Cl)c1C(=O)O
27	O=C(NCc1ccco1)c1cc([N+](=O)[O-])cc([N+](=O)[O-])c1
28	C[C@H]1C(=O)N(C)CCN1C(=O)c1ccccc1OC1CCN(S(C)(=O)=O)CC1
29	C/C(=N\NC(=O)c1ccc(CN2CCOCC2)cc1)c1ccc([N+](=O)[O-])cc1
30	COc1ccc(/C=N\NC(=O)c2ccc(Cn3cc(Br)c([N+](=O)[O-])n3)o2)c(OC)c1C
31	CCCCc1nnc(NC(=O)CSc2nc(O)c(Cc3ccccc3)c(=O)[nH]2)s1
32	CCN1C(=O)CC(N2CCN(CC(=O)NC(C)C)CC2)C1=O (configuration not stated)

Compound	25	26	27	28	29	30	31	32
zfTRPN1 agonist	-0.1	0.3	0.0	0.4	1.4	-0.9	-0.8	-0.4
Runt-SMMHC FRET	5	-9	5	1	-10	-3	-5	-1
TRPML3 ag	0.5	0.6	-0.1	0.6	0.8	-0.3	1.3	0.9
CHOP inhibitor	3	-10	15	35	17	26	-10	-4
PPC-1+TRAIL kill	7	26	20	12	15	25	11	14
Mdm2 ligase inh	-11	-1	-40	-1	-6	4	0	-13
TNF necrop inh	-2.4	1.0	-0.1	-0.7	2.5	1.3	-0.4	-0.7
p47phox inh	-13	-35	-4	7	8	6	-14	-14
EBV gp42 inh	-116	4	-20	10	-13	-15	-1	-24

33	CCCCNC(=S)N/N=C/c1ccc(C#N)cc1
34	Cc1cc(C)c2c(c1)cc(C)c1nnc(SCC(=O)Nc3ccccc3N3CCOCC3)n12
35	CCc1nc(N)c(C#N)c(-c2cccnc2)c1C
36	O=C(NC(=S)Nc1ccc(S(=O)(=O)Nc2ncccn2)cc1)c1cccc(Br)c1
37	COc1ccccc1OCCOc1ccc(/C=N/n2cnnc2)cc1
38	COc1cccc(-c2cc(C(F)(F)F)nc(N3CCCCC3)n2)c1
39	c1ccc2c(CSCCc3ccncc3)cccc2c1
40	CC(C)CCN1CCN(CC(c2ccccc2)c2ccccc2)CC1CCO (configuration not stated)

Compound	33	34	35	36	37	38	39	40
zfTRPN1 agonist	-1.1	-1.4	-0.9	-0.2	0.7	0.5	0.9	-0.5
Runt-SMMHC FRET	0	2	0	-4	1	-9	-5	1
TRPML3 ag	-0.9	-0.7	1.0	1.1	0.9	1.0	1.0	-0.5
CHOP inhibitor	12	10	9	-10	-32	34	1	31
PPC-1+TRAIL kill	-3	38	28	5	12	5	14	-11
Mdm2 ligase inh	-1	3	15	12	-16	-14	-12	3
TNF necrop inh	0.3	-2.5	1.1	0.2	-2.6	0.3	-12	1.2
p47phox inh	-1	1	7	-8	4	-4	-36	-12
EBV gp42 inh	-11	-16	-11	-23	-5	-8	-15	-15

41	CC1(C)N=C(N)N=C(N)N1c1cccc(C(=O)O)c1
42	CCC1CSC(Nc2ccc(C(=O)/C=C/c3ccc(Oc4ccccc4)cc3)cc2)=N1 (configuration not stated)
43	CC1CCC2(CC1)NC(=O)N(Cc1nnc(-c3cccs3)o1)C2=O (configuration not stated)
44	CC1CN=C(N(C(=S)Nc2ccccc2)c2cccc(C(F)(F)F)c2)S1 (configuration not stated)
45	CN(CCC(=O)Nc1ccc2c(c1)OCO2)Cc1ccccc1
46	CN(C)CCCN=c1cc(-c2ccccc2)oc2ccc(Cl)cc12
47	CCCc1cc(C(=O)Nc2nnc(C)s2)cs1
48	CN(Cc1c(F)cccc1Cl)c1nnnn1-c1ccccc1

Compound	41	42	43	44	45	46	47	48
zfTRPN1 agonist	-0.7	-0.5	0.9	0.1	-0.8	-1.1	-0.3	-2.5
Runt-SMMHC FRET	1	-3	-8	0	1	6	-2	2
TRPML3 ag	0.6	0.7	0.5	0.7	0.5	-0.5	0.0	-0.1
CHOP inhibitor	9	14	0	2	18	-6	-24	-7
PPC-1+TRAIL kill	1	1	-17	-1	15	4	-10	9
Mdm2 ligase inh	-4	-6	-3	4	-3	-12	-22	-10
TNF necrop inh	-1.2	-3.8	0.9	0.2	0.1	-7.3	1.2	1.5
p47phox inh	0	-17	-11	-4	2	9	-19	1
EBV gp42 inh	-4	-3	-8	4	-7	-16	-3	-14

49	Cc1c(C(=O)O)[nH]c2c1C(=O)CC(c1ccc(Cl)cc1)C2 (configuration not stated)
50	C/C(=N\Nc1ccc(C#N)cc1[N+](=O)[O-])c1ccc(O)cc1
51	CC1CC(C)CN(Cc2nc3c(c(=O)n(C)c(=O)n3C)n2CCN2CCOCC2)C1 (configuration not stated)
52	O=C(COc1ccc(-c2ccccc2)cc1)N/N=C/c1cc(O)ccc1Br
53	COCCNC(=S)Nc1ccc2[nH]c(=O)[nH]c2c1
54	OCC(O)CSc1nc(-c2ccccc2)nc2c1CCC2 (configuration not stated)

Compound	49	50	51	52	53	54
zfTRPN1 agonist	-1.1	-1.3	-0.1	1.3	1.2	0.7
Runt-SMMHC FRET	1	-11	0	0	2	0
TRPML3 ag	1.2	0.0	0.1	0.8	0.5	0.7
CHOP inhibitor	-12	30	36	81*	5	30
PPC-1+TRAIL kill	-7	14	-2	25	5	5
Mdm2 ligase inh	-5	-5	-11	-14	-6	-4
TNF necrop inh	-0.9	-7.2	0.4	0.3	-0.6	2.5
p47phox inh	-3	4	-6	-23	-4	-22
EBV gp42 inh	-24	-1	2	-3	3	-12
